Assay outcomes deposited in PubChem by The Scripps Research Institute Molecular Screening Center.
CHRM4 PAM = CHRM4 positive allosteric modulation | CHO-K1 hM4/Gqi5, Fluo-8 calcium fluorescence, ACh EC20; 0% = ACh EC20, 100% = maximal ACh | hit rate 0.4% among 360,000 | activation, % at 3 µM | P08173;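 active means activation above its plate's cutoff, the mean activation of sample wells plus 3 SD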; further: some results filed as inactive read as strong as hits
Target sequence (P08173 whole entry, looked up): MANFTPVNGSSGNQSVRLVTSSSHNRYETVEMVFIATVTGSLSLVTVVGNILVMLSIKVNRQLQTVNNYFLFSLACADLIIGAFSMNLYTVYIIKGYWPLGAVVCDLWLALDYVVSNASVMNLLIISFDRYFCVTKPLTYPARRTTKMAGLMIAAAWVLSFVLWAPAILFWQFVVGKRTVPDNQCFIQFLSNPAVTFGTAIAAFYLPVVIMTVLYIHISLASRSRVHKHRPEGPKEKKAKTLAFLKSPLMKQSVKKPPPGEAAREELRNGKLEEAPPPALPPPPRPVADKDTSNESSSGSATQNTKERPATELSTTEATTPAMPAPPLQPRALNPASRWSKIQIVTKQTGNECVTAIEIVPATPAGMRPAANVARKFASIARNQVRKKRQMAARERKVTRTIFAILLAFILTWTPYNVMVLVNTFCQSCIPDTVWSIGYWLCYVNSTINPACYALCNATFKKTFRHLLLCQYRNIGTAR
M5 antag = antagonists of human muscarinic M5 receptor (CHRM5) | AID 624040 | hit rate 0.59% among 360,000 | CHO-hM5 cells, Fluo-8 calcium fluorescence, ACh EC80 | inhibition, % at 3 µM;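 active means inhibition above a per-plate cutoff, the mean of that plate's test compounds plus 3 SD, cut at about 27% in these data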;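 further: 0% = acetylcholine EC80 with DMSO and 100% = DMSO without agonist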
Target sequence (P08912 whole entry, looked up): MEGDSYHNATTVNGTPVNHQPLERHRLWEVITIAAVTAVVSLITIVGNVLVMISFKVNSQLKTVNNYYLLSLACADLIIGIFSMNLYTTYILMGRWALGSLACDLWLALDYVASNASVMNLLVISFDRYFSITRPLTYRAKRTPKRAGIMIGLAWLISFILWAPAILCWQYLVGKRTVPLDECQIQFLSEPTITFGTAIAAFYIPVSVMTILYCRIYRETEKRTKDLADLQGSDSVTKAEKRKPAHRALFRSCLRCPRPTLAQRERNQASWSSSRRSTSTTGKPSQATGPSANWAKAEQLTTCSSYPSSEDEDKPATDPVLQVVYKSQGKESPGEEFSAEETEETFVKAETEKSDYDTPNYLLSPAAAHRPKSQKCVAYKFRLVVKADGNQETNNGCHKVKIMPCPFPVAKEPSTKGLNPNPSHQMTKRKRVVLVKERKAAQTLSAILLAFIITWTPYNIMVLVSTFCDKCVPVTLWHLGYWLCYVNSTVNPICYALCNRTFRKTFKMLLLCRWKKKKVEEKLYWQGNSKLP
CHO-K1 Ca PAM = M1 PAM counterscreen hit in parental CHO-K1 cells. hit rate 0.02% among 360,000. ATP EC20, Fluo-8 calcium fluorescence; 0% at ATP EC20, 100% at ATP max. activation, % at 3 µM;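 active means activation above the run cutoff, the mean activation of all test compounds plus 3 SD, cut at about 40% in these data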;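 further: peak over basal fluorescence ratio in a 140 s read after ATP addition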
M4 ag = agonists of human muscarinic M4 receptor (CHRM4) | P08173 | CHO-K1 hM4/Gqi5, Fluo-8 calcium fluorescence; vehicle 0%, full acetylcholine response 100% | activation, % at 3 µM | hit rate 0.14% among 360,000;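 active means activation above the run mean over all test wells plus 3 SD, cut at about 32% in these data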;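 further: peak over basal fluorescence ratio per well then scaled between controls; 0% = DMSO wells and 100% = acetylcholine at EC100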
M4 antag = CHRM4 antagonism in calcium assay; P08173; CHO-hM4 cells, ACh EC80, Fluo-8 calcium fluorescence; inhibition, % at 3 µM; hit rate 0.73% among 360,000; AID 624125;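 active means inhibition above its plate's cutoff, the mean inhibition of sample wells plus 3 SD, cut at about 27% in these data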;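 further: 0% = acetylcholine EC80 with DMSO and 100% = DMSO without agonist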
CHRM5 agonist = CHRM5 agonism in calcium assay; P08912; CHO-K1 hM5 cells, Fluo-8 calcium fluorescence; 0% DMSO wells, 100% maximal acetylcholine response; activation, % at 3 µM; hit rate 0.19% among 360,000;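 active means activation above the run's mean over test compounds plus 3 SD, cut at about 23% in these data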;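 further: signal is peak over basal fluorescence ratio across the kinetic read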
CHO-K1 Ca antag = M1 antagonist counterscreen hit in parental CHO-K1 cells | inhibition, % at 3 µM | ATP-induced calcium, Fluo-8 fluorescence | hit rate 0.6% among 360,000;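 active means inhibition above a per-plate cutoff, the plate's mean sample inhibition plus 3 SD, cut at about 24% in these data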;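 further: 0% = DMSO plus EC80 ATP and 100% = DMSO alone without ATP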
CHO-K1 Ca ag = nonselective activator or artifact in parental CHO-K1 cells; AID 602248; Fluo-8 calcium fluorescence; scaled to maximal ATP response, vehicle zero; hit rate 0.48% among 360,000; activation, % at 3 µM; in the data active means activation above about 15%;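 further: untransfected CHO-K1 host cells lacking M1 receptor as counterscreen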
CHRM5 PAM = potentiates acetylcholine response at human M5 receptor; activation, % at 3 µM; hit rate 0.3% among 360,000; CHO-K1 hM5, Fluo-8 calcium, ACh EC20 PAM; 0% = ACh EC20, 100% = ACh EC100; AID 624038; P08912;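 active means activation above the run cutoff, the mean activation of all test compounds plus 3 SD, cut at about 18% in these data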
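Assay system: CHO-K1 hM5 cells / Incubation: Fluo-8 loading 80 min at 37 °C plus 30 min room temperature / Technique: Fluo-8 calcium dye fluorescence, kinetic read / Repeats: single replicate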
* hit, by the source's call; nt = not tested or not shown.

SMILES	CHRM4 PAM	M5 antag	CHO-K1 Ca PAM	M4 ag	M4 antag	CHRM5 agonist	CHO-K1 Ca antag	CHO-K1 Ca ag	CHRM5 PAM
CC(C(=O)N1CCC(C(N)=O)CC1)N(c1ccc(Oc2ccccc2)cc1)S(C)(=O)=O (centres undefined)	-6	0	15	2	4	-4	-11	3.8	-2
Cc1ccc(-c2nnc(Nc3ccccc3)c3ccccc23)cc1S(=O)(=O)NCC1CCCO1 (centres undefined)	-13	10	10	8	6	-1	6	2.7	-12
CCC(=O)N1N=C(c2ccc(Cl)cc2)CC1c1ccco1 (centres undefined)	10	14	18	-2	-5	-7	-17	1.1	-1
COc1cc(C(C)=O)ccc1OCc1cc(C(=O)N(C)CCC2CCCCO2)no1 (centres undefined)	0	5	11	3	-11	0	-9	3.7	-1
CCc1ccccc1OCC(=O)N(CC)CC(=O)NCc1ccc(F)cc1	2	-9	-5	3	-4	1	12	0.4	7
COC(=O)c1ccc(C2CC(=O)NC3=C2C(=O)CCC3)cc1 (centres undefined)	6	9	5	0	-2	-6	-1	-0.1	-3
CC(=C\c1ccccc1)/C=C1/SC(=S)N(CCC(=O)O)C1=O	-5	8	-6	0	3	-1	5	-0.8	3
CCOC(=O)c1nn(-c2sc(C(=O)OC)c(C)c2C(=O)OC)cc1O	15	-5	17	1	4	2	-15	3.2	4
O=C(Nc1ccccc1N1CCCCC1)c1cccc([N+](=O)[O-])c1	0	3	9	1	-3	-2	-17	1.5	7
CCc1cccc(N(CC(=O)NCc2ccc(F)cc2)C(=O)c2csnn2)c1	3	3	13	1	-7	0	9	-0.4	-8
CCOC(=O)c1c(NC(=O)CSc2nnc(-c3c[nH]c4ccccc34)n2CC)sc2c1CCCC2	7	1	21	0	-6	0	4	5.5	2
CCOc1ccc(-n2cc(C(=O)Nc3cccc(Cl)c3)c3cc(OC)c(OC)cc3c2=O)cc1	-9	-1	23	4	6	-9	-7	2.2	-16
O=S(=O)(NCCSc1ccccn1)c1ccc(Cl)cc1	2	17	1	1	-5	-3	-6	0.7	-4
N#Cc1ccsc1NC(=O)CN(Cc1ccccc1)Cc1ccccc1	-4	9	44*	0	2	-3	-19	0.9	0
O=C(CSc1nc(-c2ccc(F)cc2)cs1)N1CCN(C(=O)c2ccco2)CC1	-14	5	1	3	20	2	4	1.9	-5
Cc1cccc(OCC(=O)Nc2ccc3nc(C)sc3c2)c1	7	5	4	7	-7	2	6	3.0	8
CNC(=O)c1cccc2cccc(Sc3ccccc3C(=O)O)c12	0	13	-13	0	6	-3	4	-0.2	-4
CCC(C)(C(=O)NC1CCCC1)N(CC1CCCO1)C(=O)c1ccc2c(c1)OCO2 (centres undefined)	-12	5	-6	0	3	-2	20	-0.4	-3
COCCCn1c(SCC(=O)N2CCCCC2C)nnc1-c1ccco1 (centres undefined)	7	2	-10	1	-3	0	5	-0.1	-4
COc1cccc(NC(=O)C(C)Sc2nnc(C3CC3)n2C2CC2)c1 (centres undefined)	-2	4	15	0	3	0	-2	-0.3	3
CCCCOc1ccc(C(=O)Oc2cccnc2)cc1	-11	16	2	20	13	0	2	8.3	-10
CCN(CC)CCOC(=O)c1ccc(NC(=O)COc2cc(=O)n(CC)c3ccccc23)cc1	1	-4	-3	0	14	4	-5	0.1	3
COC(=O)CSC1=C(C#N)C(c2ccc(Cl)cc2)C(C(=O)OC)C(=O)N1 (centres undefined)	-6	0	16	1	2	-6	-1	0.1	2
COc1cc(C(C)=O)ccc1OCc1nnc(-c2ccccc2Br)o1	0	-4	0	3	3	-1	-10	4.2	-1
CCOC(=O)C(N)CSC1CC(=O)N(c2ccc(C(=O)OC)cc2)C1=O (centres undefined)	-3	-3	14	1	3	0	0	0.5	0
CC(Oc1ccccc1C(N)=O)C(=O)Nc1ccc(S(=O)(=O)N2CCCC2)cc1 (centres undefined)	3	1	-13	5	-5	2	6	1.4	3
COc1cccc(C(=O)Nc2ccc3c(c2)OC[C@H](C)N(C(=O)C2CCCC2)C[C@@H](C)[C@@H](OC)CN(C)C3=O)c1	11	-8	nt	10	-24	0	nt	nt	1
COc1ccc(S(=O)(=O)NCC2CCCO2)cc1NC(=O)c1ccccc1F (centres undefined)	2	-3	-2	1	-5	-2	-14	-0.2	3
O=C(CN(Cc1ccccc1Cl)C(=O)CNS(=O)(=O)c1ccc(F)cc1)NCC1CCCO1 (centres undefined)	-1	9	3	1	-4	-3	-11	0.9	-3
O=C(Cc1ccccc1)Nc1ccccc1C(=O)Nc1ccccc1	18	0	24	1	1	-3	-16	0.8	8
CN(C)S(=O)(=O)c1ccc(C(=O)N2CC(=O)Nc3ccc(F)cc3C2c2ccc(F)cc2)cc1 (centres undefined)	1	-1	5	2	-6	0	-9	1.6	2
Cc1nc2oc3c(NCc4ccccc4)ncnc3c2c2c1COC(C)(C)C2	0	-3	19	0	2	0	-9	0.9	5
Cc1nnc(NC(=O)C2CCCN(S(=O)(=O)Cc3ccccc3)C2)s1 (centres undefined)	-1	9	8	0	0	-3	0	0.1	-8
O=C(CCN1CCN(C(=O)c2ccco2)CC1)Nc1ccc(F)cc1	11	-1	19	1	-2	-1	-13	1.0	2
COC(=O)c1cc(OC)c(OC)cc1NC(=O)CCc1ccc(C)o1	16	-11	24	1	-12	-4	-19	0.3	0
O=C(O)Cc1sc(Nc2ccccc2)nc1-c1cccs1	-8	9	20	7	12	14	2	8.4	-2

An excerpt of these results, with each value named.
Molecule: CC(C(=O)N1CCC(C(N)=O)CC1)N(c1ccc(Oc2ccccc2)cc1)S(C)(=O)=O (centres undefined)
  CHRM4 PAM: -6
  M5 antag: 0
  CHO-K1 Ca PAM: 15
  M4 ag: 2
  M4 antag: 4
  CHRM5 agonist: -4
  CHO-K1 Ca antag: -11
  CHO-K1 Ca ag: 3.8
  CHRM5 PAM: -2

Molecule: Cc1ccc(-c2nnc(Nc3ccccc3)c3ccccc23)cc1S(=O)(=O)NCC1CCCO1 (centres undefined)
  CHRM4 PAM: -13
  M5 antag: 10
  CHO-K1 Ca PAM: 10
  M4 ag: 8
  M4 antag: 6
  CHRM5 agonist: -1
  CHO-K1 Ca antag: 6
  CHO-K1 Ca ag: 2.7
  CHRM5 PAM: -12

Molecule: CCC(=O)N1N=C(c2ccc(Cl)cc2)CC1c1ccco1 (centres undefined)
  CHRM4 PAM: 10
  M5 antag: 14
  CHO-K1 Ca PAM: 18
  M4 ag: -2
  M4 antag: -5
  CHRM5 agonist: -7
  CHO-K1 Ca antag: -17
  CHO-K1 Ca ag: 1.1
  CHRM5 PAM: -1

Next part.
SMILES	CHRM4 PAM	M5 antag	CHO-K1 Ca PAM	M4 ag	M4 antag	CHRM5 agonist	CHO-K1 Ca antag	CHO-K1 Ca ag	CHRM5 PAM
CCOc1cc(CN2CCCCCC2)ccc1OC	-4	-3	11	1	2	1	-7	-0.4	4
CNc1ccc2c3c(cccc13)C(=O)N(C)C2=O	-23	43*	-13	229*	40*	125*	30*	98*	-20
Cc1ccc(F)cc1C(=O)N1CCCC1(C)C(=O)NCC(C)C (centres undefined)	0	0	21	1	-6	0	-11	0.2	2
CNS(=O)(=O)c1ccc(NC(=O)c2cc(-c3ccncc3)nc3ccc(Cl)cc23)cc1	-2	24	-10	0	2	-3	8	-0.2	-10
O=C(Cc1ccc(S(=O)(=O)N2CCOCC2)s1)NCCOc1ccccc1	4	-4	8	4	6	3	-6	1.4	3
Cc1ccc(NC(=O)CN(C)C(=O)CNC(=O)c2cccs2)cc1	3	3	-13	0	-9	4	-6	0.1	-3
Cc1cccc(NC(=O)Nc2ccc(C)c(C)c2)n1	14	1	0	0	10	1	0	-0.1	4
Cc1ccc(-n2cccc2/C=C2\C(=N)N3N=C(C(C)C)SC3=NC2=O)cc1	1	-4	-1	2	-2	-1	3	1.1	0
CN(C)CCNC(=S)Nc1ccc(Cl)cc1	6	9	2	1	-3	-7	3	0.1	0
CC(C)Cn1c(CN2CCN(c3ccccc3F)CC2)nc2c1c(=O)[nH]c(=O)n2C	0	3	33	0	-2	1	-13	0.3	-1
COc1ccc2c(Cl)c(C(=O)N/N=C/c3c(C)[nH]c4ccccc34)sc2c1	-5	1	21	3	9	-1	-9	3.2	-4
Cc1ccn2c(-c3csc(NCc4ccco4)n3)c(C)nc2c1	-6	0	-1	5	1	3	7	1.0	-1
O=C(Nc1ccccc1C(=O)NC(Cc1ccccc1)C(=O)O)c1ccco1 (centres undefined)	1	7	-4	0	-4	-2	-24	0.0	-1
O=C(Nc1nnc(S(=O)(=O)N2CCCC2)s1)c1cccc([N+](=O)[O-])c1	8	-9	17	1	-7	-2	-18	1.5	11
O=C(Nc1ccccc1)c1csc(-c2ccccc2)n1	4	13	-15	-1	3	-1	14	-0.3	-8
O=C(NC(=S)Nc1cccnc1)c1ccccc1	-11	-7	-4	2	-13	-2	-19	1.1	7
Cc1cccc(OCC(=O)NCC(=O)N/N=C/c2cccnc2)c1	-8	16	16	3	3	2	-2	2.3	-5
CC(=O)c1cccc(NCC(=O)Nc2cccc(S(=O)(=O)N3CCCCC3)c2)c1	-5	6	6	13	-1	3	0	10	-8
CCOc1ccc2c(C)nc(NC3=NC(C)(C)C=C(C)N3)nc2c1	5	-4	15	0	-1	-6	-4	0.2	-1
C[C@]12c3[nH]c4ccccc4c3CCN1C(=O)C(CC(=O)NCCC1=CCCCC1)C[C@@H]2C(=O)N1CCCCC1 (some centres undefined)	8	-2	16	0	0	1	-2	0.3	4
O=C(CSc1nc2nc[nH]c2c(=O)[nH]1)NC1CCCCC1	5	0	-1	1	-5	-2	4	0.2	5
CC(C)Nc1nc2c(c(=O)n(C)c(=O)n2C)n1C	-6	-7	10	0	-1	2	-26	1.3	9
COC(=O)c1cc(C(=O)OCC(=O)NC(=O)NCc2ccccc2)cc([N+](=O)[O-])c1	4	0	-18	2	-2	1	-5	0.3	0
COCc1c(C)cc(C)c(/C=N/O)c1C	5	-6	4	0	-5	0	-7	0.0	3
O=C(Nc1ccc([N+](=O)[O-])cc1)C1CC12CCC2 (centres undefined)	2	-5	13	1	-2	-3	3	2.2	2
CCOC(=O)c1c(C)c(C(=O)NC2CCCCC2)c(C)n1CC	-5	3	25	1	10	-1	-14	0.4	4
COc1cc2c(C(F)(F)F)c(-c3ccsc3)oc(=O)c2cc1OC	0	7	2	8	-18	-1	-18	3.2	-8
Cc1nc(NC(=O)c2ccc(F)cc2)nc2cc3c(cc12)OCO3	4	-7	17	3	-9	1	-25	0.8	9
O=C(Nn1cnnc1)c1ccc(F)cc1	-1	9	3	0	5	-2	-9	1.1	0
CN(CC(=O)Nc1ccc(F)cc1)C(=O)C1CCN(S(=O)(=O)c2ccc3c(c2)OCCO3)CC1	-1	12	10	1	0	-4	-2	0.7	0
CCOc1ccc(-c2nc(CSCC(=O)N3CCN(c4cccc(OC)c4)CC3)c(C)o2)cc1	-11	27*	-4	20	3	7	15	6.5	-20
Cc1csc(CNc2ncnc3ccc(-c4ccccc4Cl)cc23)c1	-9	4	29	5	2	-5	-20	2.6	-14
Cc1ccc(S(=O)(=O)NC(=O)N2CCN(Cc3c(F)cccc3Cl)CC2)cc1	9	-4	-15	0	0	-8	5	0.1	11
COc1ccc2[nH]c(=O)c(CN(CCO)C(=O)c3cccs3)cc2c1	-3	-5	7	1	2	-2	-3	2.3	8
COc1ccccc1N1CCSC1C(N)=O (centres undefined)	0	8	9	1	4	-6	-3	0.4	1
COc1cc(/C=N/NC(=O)c2cccc([N+](=O)[O-])c2)ccc1O	3	7	-7	2	-1	-1	-12	3.0	-1
